NPYLR7 agonist = mosquito NPYLR7 agonism | HEK293T NPYLR7/Galpha15, GCaMP6s calcium fluorescence | 270,000 compounds, 0.15% hits | AID 1259423 | activation, % at 10 µM; in the data active = activation above about 40%;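 also: 0% = vehicle and 100% = reference agonist at the receptor; some compounds past the cut are filed as inactive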
mcGAS inh = mouse cGAS inhibition by luminescence | Q8C6L5 | recombinant cGAS, Kinase-Glo ATP depletion luminescence | inhibition, % at 12.5 µM | 160,000 compounds, 0.15% hits;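 also: 0% = negative control wells and 100% = reference inhibitor with no enzyme activity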
hcGAS lum = blocks human cGAS activity; recombinant h-cGAS, ATP depletion, Kinase-Glo luminescence; inhibition, % at 12.5 µM; 290,000 compounds, 0.081% hits;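 also: 0% = vehicle reaction and 100% = reaction without DNA for no activity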
Target sequence (Q8N884 whole entry, looked up): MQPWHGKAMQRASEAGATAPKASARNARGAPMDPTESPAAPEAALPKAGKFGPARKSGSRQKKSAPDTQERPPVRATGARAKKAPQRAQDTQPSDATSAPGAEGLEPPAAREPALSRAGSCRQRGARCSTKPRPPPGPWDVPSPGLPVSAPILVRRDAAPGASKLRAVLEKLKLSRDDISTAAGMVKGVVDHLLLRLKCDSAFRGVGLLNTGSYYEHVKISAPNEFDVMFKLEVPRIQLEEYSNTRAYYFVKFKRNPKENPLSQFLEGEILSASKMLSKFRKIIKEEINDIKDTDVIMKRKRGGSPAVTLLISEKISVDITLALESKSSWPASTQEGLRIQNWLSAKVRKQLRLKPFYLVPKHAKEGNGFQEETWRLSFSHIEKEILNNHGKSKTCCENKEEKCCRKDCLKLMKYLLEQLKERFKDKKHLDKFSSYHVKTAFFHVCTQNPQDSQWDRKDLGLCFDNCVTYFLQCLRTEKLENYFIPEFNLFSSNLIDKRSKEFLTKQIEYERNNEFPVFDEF
The depositor's hits bear a star; x = no result given; & = joins results of further samples. Rule as the data show it, unless noted: active = inhibition above about 40%; inactive = the rest. Outcome played no part in choosing rows, and some 0.29% of all compounds hit somewhere here.

Second line of a record – NPYLR7 agonist, mcGAS inh, hcGAS lum
CCCOc1ccc(N2C(=O)CC(NCCCc3ccccc3)C2=O)cc1 (stereo not drawn)
    -5, -5, -4
O=C(O)CCCCC1CCSS1 (stereo not drawn)
    -6, x, -1
CC(C)C(C(=O)NC(C)C1CC1)n1cnc2cc(F)c(F)cc21 (stereo not drawn)
    5, x, -12
CC1CN(C(=O)c2ccc(Br)cc2F)CC(C)O1 (stereo not drawn)
    7, -9, -6
OCC#CCSc1nc2ccccc2s1
    3, -3, -8
O=S(=O)(NCC1CC1)c1ccc(Cl)cc1F
    -3, -2, 1
COc1ccc(C)cc1-n1cnnc1C1CCCN(C)C1 (stereo not drawn)
    -2, x, -3
CCC(C(=O)Nc1cc(-c2cn3nc(OC)ccc3n2)ccc1Cl)c1ccccc1 (stereo not drawn)
    -7, -7, -3
O=c1c(SCc2cccc(Cl)c2)nccn1-c1ccc2c(c1)OCCO2
    -2, 1, 2
Cc1noc(C)c1C(=O)N1CCC2(CCCN(CC3CC3)C2=O)C1 (stereo not drawn)
    0, -4, 0

In the list so far, two have two or more sulfur atoms.
Second line of a record – NPYLR7 agonist, mcGAS inh, hcGAS lum
O=C(O)CCCCC1CCSS1 (stereo not drawn)
    -6, x, -1
OCC#CCSc1nc2ccccc2s1
    3, -3, -8

Going on with the list:
Second line of a record – NPYLR7 agonist, mcGAS inh, hcGAS lum
Cc1ccccc1CNCc1cn(-c2ccccc2)nc1-c1ccc2c(c1)OCO2
    -1, -2, -4
O=C(COc1ccc(C(=O)c2ccccc2)cc1)NC1CCN(Cc2ccccc2)CC1
    -1, -9, -5
O=C(CSc1nc(=O)n2cc(Cl)ccc2n1)Nc1ccc(OC(F)(F)F)cc1
    8, x, -7
Cc1cc(OCC(=O)N2CCc3sccc3C2)ccc1[N+](=O)[O-]
    10, -5, -7
COc1cccc(COC(=O)c2nnn(-c3ccc(F)cc3)c2C)c1
    -9, 0, 1
CSCCCNC(=O)c1cc(N2CCN(c3cccc(C(F)(F)F)c3)CC2)nc2ccccc12
    4, -5, -2
Cc1nc(-n2nc(-c3ccco3)cc2NC(=O)c2c(F)cccc2F)[nH]c(=O)c1C
    -1, x, -2
Cc1nc(-c2ccsc2)sc1C(=O)NCc1ccccc1
    0, -7, -5
CC(C)c1nc2cc(C(=O)NCCc3cnn(-c4ccccc4)c3)ccc2o1
    11, -9, -6
Cc1ccc(-c2cn(-c3ccccc3)c(SCC(N)=O)n2)cc1C
    9, x, -6
COCCNC(=O)C1(C)CCCN(Cc2cccn2C)C1 (stereo not drawn)
    -1, x, -18
CC(C)c1ccc(C2NC(=O)C(O)=C2C(=O)c2cccs2)cc1 (stereo not drawn)
    6, x, -5
C1CC2CC1CN2c1nc(C2CC2)no1 (stereo not drawn)
    39, x, -6
CCC(C(=O)N1CCN(C(C(=O)NCCc2ccc(OC)cc2)C2CCCC2)CC1)c1ccccc1 (stereo not drawn)
    0, -4, -4
CC(C)NS(=O)(=O)Cc1ccc(CNC(=O)c2ccc3c(c2)CCCC3)cc1
    11, -7, -4
Cc1ccc(-c2ccc(/C=N\Nc3nc4nonc4nc3Nc3ccc(Br)cc3)o2)cc1Cl
    -2, 84*, 3
CCN(CC)CCCC(C)NC(=O)c1sc2c(Cl)c(Cl)ccc2c1Cl (stereo not drawn)
    0, 0, 0
O=C(CSc1c(-c2ccccc2)[nH]c2ccccc12)N1CCCC1
    -2, x, -9
CCCN(CC(=O)Nc1cc(Cl)ccc1Cl)C(=O)Cc1ccc(C)cc1
    -1, x, 3
C=CC[n+]1c(C=Cc2ccc(N(C)C)cc2)ccc2ccccc21
    0, -23, -60
Cc1cc(Cl)ccc1C(=O)C1CCCN(Cc2ccc(C#CCCO)cc2)C1 (stereo not drawn)
    17&2, -7&-2, -7&-1
COC(=O)c1cc(-c2cc3ccccc3o2)on1
    -3, x, -1
CCNS(=O)(=O)c1ccc(C)c(C(=O)N2c3ccccc3CC2C)c1 (stereo not drawn)
    7, x, -5
CC(=O)c1ccc(OCC(=O)NC(C)c2ccc(CC(C)C)cc2)cc1 (stereo not drawn)
    1, -8, -10
CN(C)CCN(Cc1ccccc1)C(=O)c1cc(-c2ccccc2F)nn1-c1cccc([N+](=O)[O-])c1
    14, -5, -2
Cc1ccccc1CCN1CCCC(CN(C)C(=O)Cc2ccsc2)C1 (stereo not drawn)
    1, x, -10
CCN1CCCCC1C(=O)N(C)CC1CCN(CCc2ccccc2F)CC1 (stereo not drawn)
    1, x, -10
Cn1nc(C(=O)N2CCCCC2C(=O)Nc2ccc(Oc3ccccc3F)cc2)ccc1=O (stereo not drawn)
    4, -10, -10
O=C(C=C1SC(=O)NC1=O)Nc1nccs1
    1, x, 4
O=C1C2C3c4ccccc4C(c4ccccc43)C2C(=O)N1c1ccc2ccccc2c1 (stereo not drawn)
    4, x, -1
O=C1Cc2ccccc2C1SC1=NCCS1 (stereo not drawn)
    -7, x, -5
CCCCCn1c(CN2CC(C)OC(C)C2)nc2c1c(=O)n(C)c(=O)n2C (stereo not drawn)
    -11, x, -4
CCOCCCN1C(=S)NC(c2c(F)cccc2F)C(C(=O)Nc2cc(C)on2)=C1C (stereo not drawn)
    2, x, -8
COC(=O)CN1C(=O)N(CCc2ccccc2)C2(CCN(Cc3ccc4c(c3)OCCO4)CC2)C1=O
    7, -15, -5
CCN(CC)S(=O)(=O)c1cccc(C(=O)Nc2nc(-c3ccccc3)cs2)c1
    -4, -7, -2
COc1cc(C=CC(=O)NC2CCS(=O)(=O)C2)ccc1OC(F)F (stereo not drawn)
    1, -7, -5
COCCc1ccc2oc(N)nc2c1
    -1, -17, -6
Cc1cccn2c(=O)cc(OCC(=O)Nc3ccc4c(c3)OCCO4)nc12
    -7, -4, -2
NC(=O)COc1ccc(C(=O)N2CCc3sccc3C2)cc1
    -2, -8, -7
CCCCc1ccc(-c2nc(C=Nc3ccc(C)cc3)c(O)o2)cc1
    -1, 1, 0
COC(=O)[C@H]1C[C@@H](O)CCN1Cc1ccc(Sc2ncn[nH]2)o1
    2, x, 6
CCOC(=NCCc1ccc(OC)c(OC)c1)NC(=O)c1ccc(Cl)c(Cl)c1
    16, -6, -10
CC(=O)CCC1(c2ccccc2)NC(=O)NC1=O (stereo not drawn)
    -4, x, -6
Cn1c(CSc2nccn2-c2cccc(Cl)c2)cc(=O)n(C)c1=O
    14, -15, -9
O=C(CCOc1ccccc1)N1CCC(n2c(Cc3ccccc3)nc3ccccc32)CC1
    32, -2, -2
O=C(c1ccc(S(=O)(=O)N2CCCC2)cc1)N1CCN=C1SCc1ccc(C(F)(F)F)cc1
    2, x, 1
CCNc1ccc(S(=O)(=O)N(C)C)cc1NCC(=O)N1CCCCCCC1
    4, -14, -8
C#CCN(C)c1cc(OC)c(OC)c(OC)c1
    6, x, -7
CCCCN(C)[C@@H]1[C@H](O)C[C@@H]2C[C@H](c3ccccn3)OC[C@@]21O
    3, -10, 5
Cc1cc2c(=O)n(C)c(SCC(=O)Nc3ccc(N(C)C)cc3)nc2s1
    -9, x, -2

Next part
Second line of a record – NPYLR7 agonist, mcGAS inh, hcGAS lum
COc1ccc(CN(CCc2c[nH]c3ccccc23)Cc2nc(C(=O)O)co2)c(OC)c1
    11, -5, -5
CCC(C)NC(=O)c1csc(COc2cccc(C)c2C)n1 (stereo not drawn)
    -2, 0, 3
Cc1ccccc1CN1CCN(C(=O)c2cncn2-c2ccccc2)CC1
    0, x, -7
COc1ccc2[nH]c3c(c2c1)CCN(C(=O)c1ccc(OC)c(C(F)(F)F)c1)C3c1ccc(OCc2ccccc2)cc1 (stereo not drawn)
    6, -5, -5
COc1cc(-c2csc(N)n2)cc(OC)c1OC
    6, -5, -4
O=C(CSc1ccccc1)N1CCC(Cc2ccc(-n3cccc3)cc2)CC1
    2, -7, 0
CC1Oc2ccccc2OC1C(=O)N(C)CCCC(=O)O (stereo not drawn)
    2, x, -11
O=C1CC2(CCN(C(=O)CCSCc3ccc(F)cc3)CC2)CN1
    -2, x, -4
O=CNC(=O)c1sc2nccc3c2c1N=CN3c1ccccc1
    -1, -8, -7
CC(C)c1cc(N2CCN(c3ccccc3Cl)CC2)nc(SCc2ccc(C(=O)NCC3CCCO3)o2)n1 (stereo not drawn)
    3, -4, 1
CCN(Cc1nc2c([nH]1)c(=O)n(C)c(=O)n2C)c1ccccc1
    3, x, -6
CN(Cc1ccc(F)cc1F)Cn1c(-c2ccccn2)csc1=O
    -3, x, 3
COCCN(CCC(=O)N1CCc2ccccc2C1)c1nc(Cc2cccc(OC)c2)ns1
    7, -4, -4
CCOC(=O)c1cc(-c2ccc(F)cc2)n(C2CCN(C(=O)c3cccc(OC)c3)CC2)n1
    x, -7, -9
O=C(C(F)c1ccccc1)N1CCC(n2c(Cc3ccccc3)nc3ccccc32)CC1 (stereo not drawn)
    3, 2, 7
c1ccc(OCCn2cnc(-c3ccccc3)c2C2CCOC2)cc1 (stereo not drawn)
    5, -16, -4
CCN(CC)CCCNC(=O)Cn1ncn2c(cc3sc(C)cc32)c1=O
    6, -2, -7
CSc1nc(O)c(C(c2ccccn2)c2c(O)nc(SC)[nH]c2=O)c(=O)[nH]1
    2, x, 9
Cc1nc2c(c(=O)n1C)CCN(C(=O)C1CCOC(C)(C)C1)CC2 (stereo not drawn)
    14, x, -6
CCOC(=O)C(C(=O)OCC)C(N)=NNC(=O)C(C)C
    -23, x, 2
COc1ccc(CN2CCN(c3ccc(C)nn3)CC2)cc1Cn1cccn1
    0, x, -10
NCC(=O)Nc1ccccc1-c1csc2ccccc12
    7, x, -2
CN(Cc1ccc(C#N)cc1)c1ccc2nnc(CC(F)(F)F)n2n1
    1, x, -3
CCOCCCN1CN(CCc2ccccc2)CNC1=S
    -3, x, -2
CCCCCN(C(=O)c1ccc(OC)cc1)C(C)c1nc2ccccc2c(=O)n1-c1ccccc1OC (stereo not drawn)
    1, -3, -6
Cc1ccc(C)c(S(=O)(=O)Nc2ccccc2C(=O)NCc2ccccc2)c1
    4, -5, -5
CCOC(=O)C1CCN(C(=O)c2cc(-c3ccc(OC)cc3)nn2-c2ccc([N+](=O)[O-])cc2)CC1
    0, -6, -4

Compounds listed so far containing fluorine (19):
Second line of a record – NPYLR7 agonist, mcGAS inh, hcGAS lum
CC(C)C(C(=O)NC(C)C1CC1)n1cnc2cc(F)c(F)cc21 (stereo not drawn)
    5, x, -12
CC1CN(C(=O)c2ccc(Br)cc2F)CC(C)O1 (stereo not drawn)
    7, -9, -6
O=S(=O)(NCC1CC1)c1ccc(Cl)cc1F
    -3, -2, 1
O=C(CSc1nc(=O)n2cc(Cl)ccc2n1)Nc1ccc(OC(F)(F)F)cc1
    8, x, -7
COc1cccc(COC(=O)c2nnn(-c3ccc(F)cc3)c2C)c1
    -9, 0, 1
CSCCCNC(=O)c1cc(N2CCN(c3cccc(C(F)(F)F)c3)CC2)nc2ccccc12
    4, -5, -2
Cc1nc(-n2nc(-c3ccco3)cc2NC(=O)c2c(F)cccc2F)[nH]c(=O)c1C
    -1, x, -2
CN(C)CCN(Cc1ccccc1)C(=O)c1cc(-c2ccccc2F)nn1-c1cccc([N+](=O)[O-])c1
    14, -5, -2
CCN1CCCCC1C(=O)N(C)CC1CCN(CCc2ccccc2F)CC1 (stereo not drawn)
    1, x, -10
Cn1nc(C(=O)N2CCCCC2C(=O)Nc2ccc(Oc3ccccc3F)cc2)ccc1=O (stereo not drawn)
    4, -10, -10
CCOCCCN1C(=S)NC(c2c(F)cccc2F)C(C(=O)Nc2cc(C)on2)=C1C (stereo not drawn)
    2, x, -8
COc1cc(C=CC(=O)NC2CCS(=O)(=O)C2)ccc1OC(F)F (stereo not drawn)
    1, -7, -5
O=C(c1ccc(S(=O)(=O)N2CCCC2)cc1)N1CCN=C1SCc1ccc(C(F)(F)F)cc1
    2, x, 1
COc1ccc2[nH]c3c(c2c1)CCN(C(=O)c1ccc(OC)c(C(F)(F)F)c1)C3c1ccc(OCc2ccccc2)cc1 (stereo not drawn)
    6, -5, -5
O=C1CC2(CCN(C(=O)CCSCc3ccc(F)cc3)CC2)CN1
    -2, x, -4
CN(Cc1ccc(F)cc1F)Cn1c(-c2ccccn2)csc1=O
    -3, x, 3
CCOC(=O)c1cc(-c2ccc(F)cc2)n(C2CCN(C(=O)c3cccc(OC)c3)CC2)n1
    x, -7, -9
O=C(C(F)c1ccccc1)N1CCC(n2c(Cc3ccccc3)nc3ccccc32)CC1 (stereo not drawn)
    3, 2, 7
CN(Cc1ccc(C#N)cc1)c1ccc2nnc(CC(F)(F)F)n2n1
    1, x, -3
